# Assay outcomes: PubChem BioAssay, Southern Research Specialized Biocontainment Screening Center
# H37Rv inhibition: M. tuberculosis growth inhibition, HTS (AID 449762); M. tuberculosis H37Rv growth inhibition, 7H9 media; higher % means a stronger effect; 330,000 tested, 0.59% active; inhibition, % at 25 µM; hits with a dose series show IC50 in µM; in the data active = a potency from the dose series; inconclusive = inhibition above about 70% without an active follow-up result;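 also: bacterial growth assessed after seven days of incubation; strong numbers were not always called active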
# inhibitors of VEEV: inhibitors of VEEV TC-83 cytopathic effect, confirmation, Vero cells (AID 588727). Vero cells, VEEV TC-83 cytopathic effect inhibition; higher % means a stronger effect. one-dose inhibition, % at 20 µM; IC50 in µM for titrated hits. 350,000 tested, 0.13% active; in the data active = a potency from the dose series; inconclusive = inhibition mostly from about 14% at the one dose, without a potency; inactive = the rest, 99 in 100 with inhibition below about 12%; also: strong numbers were not always called active
# H1N1 NS1A inhibition: H1N1 influenza NS1A inhibitors, functional cell based assay (AID 504329) | NS1A functional cell-based assay, percent inhibition; higher % means a stronger effect | inhibition, % at 12.5 µM, or IC50 in µM where a hit was titrated | 340,000 tested, 0.3% active; in the data active = a potency from the dose series; inconclusive = inhibition above about 27% without an active follow-up result; also: strong numbers were not always called active
# Salmonella PhoP GFP: PhoP regulon inhibitors, Salmonella typhi PhoP promoter GFP reporter, confirmatory (AID 1850); inhibition, % at 50 µM; hits with a dose series show IC50 in µM; 310,000 tested, 0.33% active; Salmonella Typhi PhoP-promoter GFP reporter, fluorescence, 4 h; higher % means a stronger effect; in the data active = a potency from the dose series; inconclusive = inhibition mostly from about 25% at the one dose, without a potency; inactive = the rest, 99 in 100 with inhibition below about 19%;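 also: 0% = induced wells with vehicle and 100% = uninduced wells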
# M. tuberculosis: growth inhibition of non-replicating M. tuberculosis (AID 488890); Mycobacterium tuberculosis non-replicating, growth inhibition; higher % means a stronger effect; one-dose inhibition, % at 25 µM; IC50 in µM for titrated hits; 320,000 tested, 0.39% active; in the data active = a potency from the dose series; inconclusive = inhibition mostly from about 82% at the one dose, without a potency; inactive = the rest, 99 in 100 with inhibition below about 76%;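 also: plate controls were DMSO cells for no effect and high antibiotic wells for full effect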
# inhibitors of VEEV 10K pilot screen: second read-out of inhibitors of VEEV, no call of its own (marks repeat the call); inhibition, %; measured here: 10K pilot screen inhibition
# An asterisk follows results filed as active; i = inactive; u = inconclusive; x = not tested or not shown. Random draw from the library; about 1.5% have a hit in one of these screens.
SMILES,H37Rv inhibition,inhibitors of VEEV,H1N1 NS1A inhibition,Salmonella PhoP GFP,M. tuberculosis,others
O=C(CN1C(=O)c2ccccc2S1(=O)=O)NC1CCCCCC1,-5%,0.5%,-6%,-7%,-8%,
CC(C)CNS(=O)(=O)c1ccc(CCC(=O)N2CCOCC2)cc1,-6%,1.1%,1%,7%,0%,
CS(=O)(=O)Nc1ccc(-c2cn3cccnc3n2)cc1,-4%,0.6%,2%,-3%,-8%,
Cn1ncc(C#N)c1NC(=O)c1nn2cccnc2c1Cl,2%,1.7%,11%,17%,1%,
Clc1ccc(CSc2snnc2-c2ccccc2)cc1,3%,i,0%,3%,42%,
COc1ccc(/C=N/NC(=O)c2cc3c(OC)ccc(OC)c3[nH]2)cc1O,10%,0.3%,2%,27%,-6%,
CCOC(=O)C1=C(c2ccccc2)ON(C)C1c1ccccc1 (stereo unspecified),-2%,i,-6%,-7%,-9%,
O=C(c1ccccc1)c1ncc[nH]1,-5%,i,-24%,7%,-8%,
O=C(Nc1cccc(OCC(=O)N2CCOCC2)c1)c1cccc([N+](=O)[O-])c1,3%,1.4%,-5%,26%,1%,
CSc1ccc(S(=O)(=O)NCC(=O)OCC(=O)NCc2cccs2)cc1[N+](=O)[O-],0%,2.2%,-2%,1%,-11%,
Cc1ccc(/C=N/n2cc(-c3ccccc3)[nH]c2=S)s1,-2%,3.7%,-2%,17%,-4%,
CC(C)CNC(=S)N(Cc1ccco1)Cc1cc2cc3c(cc2[nH]c1=O)OCCO3,7%,8.8%,12%,-9%,21%,
COCCCNC(=O)C(C#N)c1nc2ccccc2nc1N1CCCC1 (stereo unspecified),-3%,8.2%,4%,-1%,-8%,
COC(=O)c1cccc(NC(=O)Cc2ccccc2[N+](=O)[O-])c1C,2%,0.7%,2%,5%,-2%,
COc1ccccc1/C=C/C(=O)NCC(=O)N/N=C/c1ccccc1,1%,0.8%,-1%,-3%,30%,inhibitors of VEEV 10K pilot screen=2.6
CC1CCCCN1CCNC(=O)CC1Oc2ccccc2NC1=O (stereo unspecified),-5%,0.9%,-10%,7%,x,
CCOC(=O)c1ccc(NC(=O)c2cc(OC)c(OC)c(OC)c2Br)cc1,u,2.2%,3%,2%,29%,
O=C(OCCOCCN=C1NS(=O)(=O)c2ccccc21)C1CC(=O)N(c2ccccc2)C1 (stereo unspecified),2%,1.5%,-3%,3%,-5%,
CC(=O)Nc1ccc(S(=O)(=O)NNC(=O)CCC(=O)Nc2cc(C)ccc2C)cc1,-2%,1.7%,-12%,-6%,15%,
CCOc1ccc(/C=C/c2nc(C#N)c(NCCCOC)o2)cc1,64%,6.2%,-1%,-9%,76%,
Cc1ccc2nc(NC(=O)CSCC(=O)OCC(=O)c3ccc(Br)cc3)sc2c1,0%,3.0%,-6%,6%,18%,
O=C(CSc1nc2ccc([N+](=O)[O-])cc2s1)NCC1CCCO1 (stereo unspecified),-6%,i,-2%,17%,u,
Cc1cc(=O)oc2cc(Oc3ccc([N+](=O)[O-])cc3[N+](=O)[O-])ccc12,51%,8.7%,4%,-9%,u,
COC(=O)Cn1ccc2cc(S(=O)(=O)N3CCCCC3)ccc21,0%,1.4%,2%,3%,5%,
COc1ccc(S(=O)(=O)Nc2nc3ccccc3nc2NCC2CCCO2)cc1 (stereo unspecified),1%,0.9%,9%,-1%,8%,

# (cont.)
SMILES,H37Rv inhibition,inhibitors of VEEV,H1N1 NS1A inhibition,Salmonella PhoP GFP,M. tuberculosis,others
CCOc1ccc(NC(=O)CN(C)C(=O)C2(c3ccccc3)CC2)cc1OCC,-2%,1.7%,-15%,4%,-2%,
COc1ccc(C2(C)NC(=O)N(CC(=O)Nc3ccc(Br)c(C)c3)C2=O)cc1OC (stereo unspecified),-4%,1.1%,15%,-2%,12%,
O=C(CN1CCOCC1)Nc1ccc(Br)cc1,-3%,0.1%,-8%,0%,2%,
COc1ccc(C(=O)NCc2nnc(SCC(=O)Nc3cc(C)cc(C)c3)o2)cc1OC,-4%,2.1%,-4%,3%,-1%,
NC(=O)c1c(NC(=O)Cn2cc([N+](=O)[O-])cn2)sc2c1CCCC2,-12%,2.5%,-4%,7%,-12%,
COc1ccc(-n2nc(C(=O)NCC(=O)N3CCC4(CC3)OCCO4)c3ccccc3c2=O)cc1OC,-5%,2.6%,-4%,4%,-4%,
Cc1oc(-c2cccs2)nc1CN1CCN(CC(C)C)C(CCO)C1 (stereo unspecified),-2%,i,3%,-7%,43%,
Cc1ccnc(NS(=O)(=O)c2ccc(NS(=O)(=O)c3ccc(Br)cc3)cc2)n1,5%,0.2%,-5%,3%,28%,
COc1ccc(S(=O)(=O)N2CCOC23CCN(S(=O)(=O)c2cccs2)CC3)cc1,x,5.2%,-4%,x,x,
Brc1ccc2c(c1)CN1CCCC1=N2,13%,i,-8%,43%,-11%,
COC(=O)CC[C@@H](C(=O)O)N1C(=O)c2ccccc2C1=O,-10%,i,24%,8%,1%,
CC(=O)Nc1ccc(NC(=O)COC(=O)Cc2cccs2)cc1,-4%,i,18%,-1%,-5%,
CN1CCN(c2ccc(C=O)cc2)CC1,-2%,0.1%,-13%,0%,-2%,
O=C(COC(=O)c1ccc(Cl)c(S(=O)(=O)N2CCCC2)c1)NCc1ccccc1,11%,i,-10%,x,16%,
O=C(C1=C[C@@H](c2coc3ccccc3c2=O)C[C@@H](OCCCCO)O1)N1CCN(Cc2ccccc2)CC1,2%,0.6%,3%,1%,17%,
CC(C)(C)NC(=O)CN(C(=O)CN1C(=O)C(=O)c2ccccc21)C(C)(C)C,-10%,0.6%,2%,-4%,-1%,
O=C(COC(=O)C1CCN(c2ccc(C(F)(F)F)cn2)CC1)c1ccccc1,70%,2.6%,-1%,-5%,63%,
CC(=O)Nc1nc2cc([N+](=O)[O-])ccc2s1,-13%,0.0%,0%,x,-21%,
N#Cc1c(-c2ccc(Cl)cc2)nc2n(c1=O)CCCS2,-10%,i,-7%,-4%,5%,
CC(C)CNC(=O)Cn1c(=O)c2c(ncn2CC(C)C)n(Cc2ccccc2)c1=O,1%,0.4%,5%,-6%,11%,
COc1cc(OC)c(OC)cc1CN1CCN(S(=O)(=O)c2ccc(F)cc2)CC1,-3%,4.5%,8%,5%,-5%,
O=C(NC1CCCCC1)C(c1ccc2ncccc2c1)N(Cc1ccccc1)C(=O)c1ccc2c(c1)OCCO2 (stereo unspecified),u,9.5%,-1%,-2%,60%,
Clc1ccccc1-c1nn2c(COc3ccccc3)nnc2s1,0%,3.8%,7%,-8%,44%,
O=C(O)c1cccc(N=Nc2c(O)[nH]c(=O)[nH]c2=O)c1,-13%,0.2%,12%,20%,0%,
CCCC/C=C/[C@H](c1ccccc1)[C@H](CO)Cc1cccnc1,7%,i,5%,5%,16%,

# Among those listed so far, five contain an NH in an aromatic ring:
SMILES,H37Rv inhibition,inhibitors of VEEV,H1N1 NS1A inhibition,Salmonella PhoP GFP,M. tuberculosis,others
COc1ccc(/C=N/NC(=O)c2cc3c(OC)ccc(OC)c3[nH]2)cc1O,10%,0.3%,2%,27%,-6%,
O=C(c1ccccc1)c1ncc[nH]1,-5%,i,-24%,7%,-8%,
Cc1ccc(/C=N/n2cc(-c3ccccc3)[nH]c2=S)s1,-2%,3.7%,-2%,17%,-4%,
CC(C)CNC(=S)N(Cc1ccco1)Cc1cc2cc3c(cc2[nH]c1=O)OCCO3,7%,8.8%,12%,-9%,21%,
O=C(O)c1cccc(N=Nc2c(O)[nH]c(=O)[nH]c2=O)c1,-13%,0.2%,12%,20%,0%,

# (cont.)
SMILES,H37Rv inhibition,inhibitors of VEEV,H1N1 NS1A inhibition,Salmonella PhoP GFP,M. tuberculosis,others
O=C(/C(C=Nc1ccc(F)cc1)=C(/O)c1ccco1)C(F)(F)F,-2%,1.8%,-3%,-4%,20%,
Cc1ccc(S(=O)(=O)N(C)C)cc1NS(=O)(=O)c1ccc(Cl)s1,x,2.0%,14%,4%,6%,inhibitors of VEEV 10K pilot screen=2.3
CCN1CCN(c2ncnc3c2nnn3Cc2ccccc2)CC1,2%,i,5%,10%,-5%,
Cc1ccc(-c2csc(NC(=O)c3ccc([N+](=O)[O-])o3)n2)cc1,u,4.9%,7%,7%,u,
Cc1cc(C)cc(OCC(=O)OCC(=O)NC2CCCCCC2)c1,2%,1.7%,-9%,x,39%,
Cc1cc(=O)oc2cc(OCc3ccc(C(=O)OCC(=O)NC4CCS(=O)(=O)C4)cc3)ccc12 (stereo unspecified),3%,0.7%,14%,-1%,6%,
CC(=O)n1c(=O)oc2ccccc21,8%,0.9%,-24%,2%,-2%,
COC(=O)N/N=C/c1cn(CCOc2ccccc2OC)c2ccccc12,-1%,0.4%,-2%,8%,6%,
CN(C)CCCNC(=O)C(=O)Nc1cc2c3c(c1)CC(=O)N3CCC2,9%,i,8%,3%,16%,
Cc1ccc(S(=O)(=O)N(C)c2ccc(C(=O)N3CCOCC3)cc2)cc1,7%,i,9%,13%,-7%,
CSc1nnc(-c2ccc(NC(N)=S)cc2)o1,7%,i,-14%,4%,27%,
Nc1ccc(N=Nc2ccccc2)cc1[N+](=O)[O-],x,4.5%,29%,x,x,
COc1ccc(C(=O)COC(=O)Cn2cnc3c2c(=O)n(C)c(=O)n3C)c(OC)c1,-2%,1.4%,-12%,-6%,-14%,
CSc1cc(-c2ccccc2)n(C)c(=O)c1C#N,-2%,0.1%,4%,-3%,-3%,
COc1cccc(CC2(CO)CCN(S(=O)(=O)c3ccc(OC)cc3OC)CC2)c1,-1%,i,-1%,-9%,8%,
CCN(CC)CCCNC(=O)CSc1nc(-c2ccc(F)cc2)cc(C(F)(F)F)n1,-11%,0.1%,-3%,7%,-6%,
Cc1ccc2c(CN3CCN(CCO)CC3)cc(=O)oc2c1C,-7%,i,2%,-1%,-12%,inhibitors of VEEV 10K pilot screen=0.0
O=C(c1cccc(OC2CCN(Cc3ccc(F)cc3)CC2)c1)N1CCCC1,x,i,4%,x,x,
COCc1ccc(C(=O)Nc2ccccc2C(=O)NCc2cccnc2)cc1,-5%,2.1%,-5%,-6%,9%,
CCCOC(=O)CSc1nnc(-c2cc(OC)c(OC)c(OC)c2)o1,u,9.8%,11%,1%,u,
COC(=O)c1ccccc1NC(=O)c1cnn2cccnc12,5%,0.7%,6%,-8%,34%,
O=C(O)c1cc(OCc2ccccc2)cc(OCc2ccccc2)c1,14%,0.6%,-7%,-14%,37%,
CC(Sc1nnc(Cc2ccccc2)o1)C(=O)Nc1ccccc1[N+](=O)[O-] (stereo unspecified),4%,1.5%,-3%,x,14%,
CN(C)c1ccc(C(=S)N2CCN(C(=S)Nc3cccc4ccccc34)CC2)cc1,-1%,1.3%,1%,0%,-15%,
COc1ccc(C(=O)CNc2ccccc2C#N)cc1,0%,0.8%,3%,10%,24%,

# In the list so far, 3 have a COOH group.
SMILES,H37Rv inhibition,inhibitors of VEEV,H1N1 NS1A inhibition,Salmonella PhoP GFP,M. tuberculosis,others
COC(=O)CC[C@@H](C(=O)O)N1C(=O)c2ccccc2C1=O,-10%,i,24%,8%,1%,
O=C(O)c1cccc(N=Nc2c(O)[nH]c(=O)[nH]c2=O)c1,-13%,0.2%,12%,20%,0%,
O=C(O)c1cc(OCc2ccccc2)cc(OCc2ccccc2)c1,14%,0.6%,-7%,-14%,37%,

# (more compounds)
SMILES,H37Rv inhibition,inhibitors of VEEV,H1N1 NS1A inhibition,Salmonella PhoP GFP,M. tuberculosis,others
CCOc1ccc(N2CC(C(=O)Nc3ccc4c(c3)OCCO4)CC2=O)cc1 (stereo unspecified),6%,2.9%,-2%,-18%,6%,
Cc1cnc(NC(=O)CCNC(=O)c2ccc([N+](=O)[O-])cc2)s1,3%,i,5%,-10%,13%,
COc1ccc(C(CNC(=O)c2cc3ccccc3o2)N2CCCCC2)cc1 (stereo unspecified),-7%,0.5%,11%,0%,5%,
COC(=O)C1=C(C)N(Cc2ccco2)C(=O)N[C@@H]1c1ccccc1,-4%,0.5%,2%,-1%,6%,inhibitors of VEEV 10K pilot screen=0.5
O=C1CCCc2ccccc2N1Cc1ccc(Cl)cc1Cl,12%,1.9%,5%,0%,45%,
COc1cc(NC(=S)NCCC(c2ccccc2)c2ccccc2)c(OC)cc1Cl,1%,i,6%,14%,0%,
Cc1cc(C(=O)Nc2cccc(O)c2)c(C)o1,2%,0.5%,-2%,9%,10%,
O=C(O)C1CCCN(C(=O)NCc2ccccc2)C1 (stereo unspecified),2%,i,6%,-3%,-17%,
Cc1nc(NS(=O)(=O)c2ccc(Cl)s2)c2c3c(sc2n1)CCCC3,-7%,1.3%,-3%,-4%,46%,
COc1cc(CNn2cnnc2)ccc1OCC(=O)NC(C)(C)C,-4%,i,-9%,0%,-5%,
COc1ccc(C/C(N)=N/OC(=O)CCc2ccccc2)cc1,4%,i,2%,11%,31%,
